Screening results deposited in PubChem by several laboratories.
RGS4 pot = potentiators or activators of RGS4 | B-score at 10 µM | HEK293 M3R/inducible RGS4, carbachol calcium flux Fluo4; active compounds read low | AID 463111 | hit rate 0.92% among 310,000;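 active means B-score of the integrated calcium signal more than 4 SD below the library mean, with starting fluorescence not abnormally high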;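 further: negative B-score means reduced calcium response which marks RGS4 activation or potentiation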
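Detection: kinetic calcium fluorescence imaging with Fluo4-AM dye, 2 µM / Material: HEK293 cells with stable M3R and inducible RGS4 / Schedule: recording 10 s baseline at 1 Hz, 100 s post-agonist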
GSK3beta inhib = blocks human GSK3beta kinase activity | hit rate 0.038% among 300,000 | activity score (negative = inhibition), % at 10 µM | P49841 | AID 2097 | GST-GSK3beta kinase, ADP-Glo luminescence, 60 min; active compounds read low;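 active means more than half of replicate wells score below -50%, meaning over 50% inhibition versus plate controls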;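 further: 0% = median DMSO wells and -100% = median GW8510 positive control wells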
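Assay system: GST-tagged human GSK3beta kinase, cell-free; Input: 1.6 ng GSK3beta; Medium: Tris/MgCl2 kinase buffer; Timing: 60 min enzyme reaction, room temperature; Signal: ADP-Glo luminescence quantifying ADP generated by kinase; Evaluation: score relative to plate controls; Benchmarks: DMSO neutral wells and GW8510 at 20 µM as positive.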
hERG rescue = shields human hERG channel from block by proarrhythmic agents; CHO-hERG, FluxOR thallium flux, dofetilide IC70 present; activation (rescue from dofetilide block), less the hit threshold, % at 10 µM; Q12809; hit rate 0.51% among 310,000;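 active means activation above the mean of controls blocked by dofetilide plus 5 SD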;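 further: thallium influx through hERG after potassium depolarization seen as dye fluorescence rise; in these data hits start at about 4.7%; inactives centre near -7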
Target sequence (Q12809 whole entry, looked up): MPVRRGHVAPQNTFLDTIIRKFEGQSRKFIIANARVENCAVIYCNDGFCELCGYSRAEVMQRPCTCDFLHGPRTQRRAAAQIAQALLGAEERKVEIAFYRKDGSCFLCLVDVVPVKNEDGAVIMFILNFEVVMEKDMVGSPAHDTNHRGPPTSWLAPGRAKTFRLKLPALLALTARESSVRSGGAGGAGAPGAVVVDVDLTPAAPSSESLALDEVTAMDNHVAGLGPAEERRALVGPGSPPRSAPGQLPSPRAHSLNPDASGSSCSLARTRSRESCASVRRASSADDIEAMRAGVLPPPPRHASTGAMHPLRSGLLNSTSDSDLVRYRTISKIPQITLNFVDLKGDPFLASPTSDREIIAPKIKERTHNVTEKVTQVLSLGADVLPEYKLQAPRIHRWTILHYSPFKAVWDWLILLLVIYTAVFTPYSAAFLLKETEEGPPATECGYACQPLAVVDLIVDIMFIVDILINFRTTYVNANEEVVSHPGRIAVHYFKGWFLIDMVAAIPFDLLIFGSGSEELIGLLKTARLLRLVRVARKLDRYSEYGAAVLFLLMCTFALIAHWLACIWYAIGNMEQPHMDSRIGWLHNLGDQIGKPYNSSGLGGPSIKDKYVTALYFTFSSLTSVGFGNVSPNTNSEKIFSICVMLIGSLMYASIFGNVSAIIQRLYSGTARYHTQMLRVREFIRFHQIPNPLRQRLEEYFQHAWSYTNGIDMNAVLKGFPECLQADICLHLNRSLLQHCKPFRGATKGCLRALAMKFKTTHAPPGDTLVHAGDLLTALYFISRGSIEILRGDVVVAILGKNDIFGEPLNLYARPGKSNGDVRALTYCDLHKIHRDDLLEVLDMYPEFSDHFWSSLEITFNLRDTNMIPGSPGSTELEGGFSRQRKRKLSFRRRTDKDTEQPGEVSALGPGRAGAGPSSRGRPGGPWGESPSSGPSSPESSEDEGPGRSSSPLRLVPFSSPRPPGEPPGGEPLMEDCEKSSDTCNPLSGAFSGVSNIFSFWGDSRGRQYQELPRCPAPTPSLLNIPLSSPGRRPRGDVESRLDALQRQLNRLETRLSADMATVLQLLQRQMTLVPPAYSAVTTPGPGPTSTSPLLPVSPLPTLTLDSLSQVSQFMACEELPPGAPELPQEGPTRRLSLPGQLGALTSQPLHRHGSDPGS
KCNK3 inh = human KCNK3 channel inhibition, primary screen; CHO-KCNK3 thallium flux, FluxOR fluorescence; active compounds read low; B-score at 10 µM; hit rate 0.84% among 340,000; AID 602410; O14649;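 active means B-score under library mean minus 4 SD, starting fluorescence ratio at most library mean plus 5 SD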;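 further: more negative B-score means stronger inhibition of thallium flux through KCNK3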
KCNQ1 pot = potentiators or activators of human KCNQ1 potassium channel | P51787 | hit rate 0.35% among 310,000 | CHO-K1 KCNQ1, thallium flux FluxOR fluorescence; active compounds read high | B-score at 10 µM;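 active means fluorescence ratio B-score, a plate-corrected score, at least three library SD, with initial intensity B-score within 5 SD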
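Medium – assay buffer, equal DMSO in all wells · Material – CHO-K1 cell line with stable KCNQ1 potassium channel expression · Signal – kinetic FluxOR thallium fluorescence, 10-s 1-Hz baseline, 110-s post-stimulus read · Compound – single concentration per compound, DMSO matched to controls · Schedule – 37 °C overnight plating, 90-min dark dye load, 20-min compound pretreatment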
KCNQ1 block = blocks the human KCNQ1 potassium channel; P51787; CHO-K1 KCNQ1, FluxOR thallium flux fluorescence; active compounds read high; B-score at 10 µM; hit rate 1.3% among 310,000; AID 2642;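 active means compounds whose thallium flux B-score, printed positive for inhibition, exceeds three library SD while starting fluorescence stays within three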;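 further: channel opened by potassium depolarization with thallium stimulus after 20 min compound exposure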
DYRK1A inh = blocks rat Dyrk1A kinase activity; ADP-Glo luminescence, NFATc1 peptide; Q63470; hit rate 0.43% among 310,000; inhibition, % at 12.5 µM; in the data active means inhibition above about 50%;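 further: plate controls were vehicle with enzyme for no effect and no enzyme for full effect; many of its hits are not listed in these tables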
KCNK9 block = blocks the human KCNK9 two-pore domain potassium channel | hit rate 1.2% among 310,000 | B-score at 10 µM | Q9NPC2 | HEK293 KCNK9, FluxOR thallium flux fluorescence; active compounds read low;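 active means ratio B-score over 3 SD below the library mean, with starting fluorescence within 5 SD of its mean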;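 further: negative B-score means less thallium flux so channel inhibition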
GSK3A inh = blocks human GSK-3 alpha kinase | AID 2650 | hit rate 0.1% among 320,000 | inhibition, % at 10 µM | ADP-Glo luminescence, 60 min | P49840;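 in the data active means inhibition above about 50%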;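 further: GST-tagged GSK-3 alpha with peptide substrate and 25 µM ATP; 0% = DMSO neutral wells and 100% = GW8510 positive control wells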
RGS4 inh = inhibitors of human RGS4; P49798; HEK293 M3R/RGS4 inducible, Fluo-4 calcium flux; active compounds read high; triggered by carbachol at its EC20; B-score at 10 µM; hit rate 0.45% among 310,000; AID 463165;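 active means B-score, a plate-corrected calcium signal, over three deviations above library mean, with baseline fluorescence within five deviations of library mean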;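 further: RGS4 expression induced by doxycycline in cells with stable M3 receptor; B-score is computed from the integrated fluorescence ratio over baseline after carbachol; higher B-score means a larger calcium signal and so more RGS4 inhibition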
PolyA inhibitor = inhibitors of polyadenylation in S. cerevisiae | S. cerevisiae SKY197-pL101 polyadenylation reporter, beta-gal luminescence; efflux-impaired pdr1/pdr3 knockout yeast; score 100 = 6 SD above DMSO | calls only at 12 µM | hit rate 0.02% among 300,000 | AID 1875;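 active means lowest replicate activity score at least 50, where 100 means six control SD above control mean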;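 further: yeast exposed to compound for 9 h at 30 °C; higher score means more reporter readthrough which indicates perturbed polyadenylation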
* = called active by the depositor; i = inactive; · = not tested or not shown. Not all compounds are listed (hit frequency here may not be typical).

SMILES	RGS4 pot	GSK3beta inhib	hERG rescue	KCNK3 inh	KCNQ1 pot	KCNQ1 block	DYRK1A inh	KCNK9 block	GSK3A inh	RGS4 inh	PolyA inhibitor
COCc1cc(=O)[nH]c(/N=C(\N)Nc2cccc(Cl)c2)n1	i	0	-8	i	i	i	-4	i	3	i	i
CCNC(=O)NCCNC(=O)c1cc(OCC(F)(F)F)ccc1OCC(F)(F)F	i	0	-10	i	i	i	-1	i	0	i	i
Cc1ccc(C(=O)Nc2cccnc2)cc1S(=O)(=O)N1CCCCCC1	i	-1	-14	i	i	i	-4	i	2	i	i
CSc1nc(NCC(C)C)nc(N2CCOCC2)n1	i	-1	-6	i	i	i	2	i	-1	i	i
O=S(=O)(O)c1ccc(N2N=C(c3ccccc3)CC2c2ccccc2)cc1 (configuration not stated)	i	5	0	i	i	i	-9	i	-2	i	i
CC1COc2ccccc2N1C(=O)c1ccc(Cl)nc1 (configuration not stated)	i	4	-10	i	i	i	-2	i	-1	i	i
C=CCN(c1ccccc1)S(=O)(=O)c1cccc(C(=O)Nc2nc3ccccc3[nH]2)c1	i	1	-4	i	i	i	1	i	9	i	i
CN1Cc2c(N3CCOCC3)nc3sc(C(=O)c4ccc(Br)cc4)c(N)c3c2CC1(C)C	i	-5	-20	i	i	i	·	i	-1	i	i
C/C(N)=C(/C#N)C(=O)COc1ncnc2ccc(Br)cc12	i	0	1	i	i	i	5	i	1	i	i
COc1ccccc1N1C(=O)C2C3C=CC(C3)C2C1=O (configuration not stated)	i	-2	-1	i	i	i	6	i	·	i	i
Cc1ccc(-n2nc3c(=O)n(CCCC(=O)N4CCC(C(N)=O)CC4)nc(C)c3c2C)cc1	i	2	-8	i	i	i	0	i	1	i	i
Cc1ccc(S(=O)(=O)/N=C(/NC(=S)Nc2c(C)n(C)n(-c3ccccc3)c2=O)c2ccccc2)cc1	i	-1	-8	i	i	i	4	i	2	i	i
CC(C)C(NC(=O)C1CCCCC1)C(=O)NCc1ccccn1 (configuration not stated)	i	1	-15	i	i	i	4	i	2	i	i
COc1ccccc1/C=C1\SC(=S)N(CC(=O)Nc2nnc(C)s2)C1=O	i	0	-12	·	i	i	·	i	1	i	i
COc1ccc2[nH]c(=O)c(C(c3nnnn3CC3CCCO3)N3CCc4ccccc4C3)cc2c1 (configuration not stated)	i	2	-15	i	i	i	-3	i	0	i	i
COc1ccc(C(=O)NC(=S)Nc2ccc(S(=O)(=O)Nc3cc(OC)nc(OC)n3)cc2)cc1	i	4	-4	i	i	i	2	i	-3	i	i
CC(=O)c1cccc(N(C(=O)Cn2nnc3ccccc32)C(C(=O)NCc2ccccc2)c2ccccn2)c1 (configuration not stated)	i	-1	-6	i	i	i	-2	i	6	i	i
Cc1ccccc1-c1cc(C(=O)n2cccn2)c2cc(Cl)ccc2n1	i	-1	-7	i	i	i	0	i	-1	i	i
COC(=O)CCC(=O)OC1(C)C(=O)C=C2C=C(C3CC3)N(CCCOC(C)C)C=C2C1=O (configuration not stated)	i	-4	-9	i	i	i	12	i	-2	i	i
CCCOc1ccccc1N/C(N)=N/c1nc(C)cc(C)n1	i	-1	-14	i	i	i	0	i	2	i	i
CCOC(=O)C1CCCN(C(=O)C2CCN(S(=O)(=O)c3ccc4ccccc4c3)CC2)C1 (configuration not stated)	i	5	-16	i	10*	i	5	i	-1	i	i
Cc1ccnc2nc(C(=O)NCc3ccccc3)nn12	i	4	-14	i	i	i	-1	i	-1	i	i
COc1cc(NC(=O)c2cc(Br)cc(C)c2OC)ccc1NC(=O)C(C)C	i	0	-13	i	i	i	-2	i	-2	i	i
COc1ccc(OC)c(CC(=O)N2CCc3cc(OC)c(OC)cc3C2)c1	i	-3	-4	i	i	i	-7	i	-4	i	i
Cc1cc(C)nc(NNS(=O)(=O)c2ccc(F)c(Cl)c2)n1	i	-3	-10	i	i	i	2	i	12	i	i

Additional records follow:
SMILES	RGS4 pot	GSK3beta inhib	hERG rescue	KCNK3 inh	KCNQ1 pot	KCNQ1 block	DYRK1A inh	KCNK9 block	GSK3A inh	RGS4 inh	PolyA inhibitor
Fc1ccc(N2CCN(c3ncnc4c3nnn4Cc3ccccc3Cl)CC2)cc1	i	1	-9	i	i	i	-6	i	-2	i	i
O=C(NC1CCc2ccccc21)C1CCN(S(=O)(=O)c2ccc(Cl)cc2)CC1 (configuration not stated)	i	1	-1	i	i	i	2	i	-1	i	i
CC(=O)/C(C#N)=C1\NC(=O)C(Cc2cc(Cl)ccc2Cl)S1 (configuration not stated)	i	4	-15	i	i	i	8	i	-4	i	i
Cc1ccc(C)c(NC(=O)C2CCCN2C(=O)OC(C)(C)C)c1 (configuration not stated)	i	0	-2	i	i	i	1	i	3	i	i
CCN1CCCC1CNC(=O)c1cc(NC(C)=O)c(N(C)C)cc1OC (configuration not stated)	i	-1	-12	i	i	i	4	i	-2	i	i
CCOc1ccc2[nH]c(=O)c(C(c3nnnn3Cc3ccco3)N3CCN(C)CC3)cc2c1 (configuration not stated)	i	-2	-6	i	i	i	-2	i	2	i	i
Cc1occc1-c1nnc(SCC(=O)NCc2ccc3c(c2)OCO3)n1CC(C)C	i	3	-3	i	i	i	0	i	1	i	i
COc1ccccc1OCc1ccc(C(=O)N(C)c2ccccc2)o1	i	4	-6	i	i	i	0	i	0	i	i
Cc1cc(NC(=O)CCN2C(=O)C3C4CCC(C4)C3C2=O)cc(C)c1Br (configuration not stated)	i	-2	-13	i	i	i	11	i	-2	i	i
O=C(NNS(=O)(=O)c1ccc(CCCl)cc1)C(O)(c1ccccc1)c1ccccc1	i	-3	-17	i	i	i	-7	i	-1	i	i
CCO[C@@H]1OC(C(=O)NCc2ccccc2)=C[C@H](C2CCCCC2)[C@H]1CCCO	i	3	-9	i	i	i	8	i	-5	i	i
Cc1cccc(CCNC(=O)c2cccc(NC3=NC4CS(=O)(=O)CC4S3)c2)c1 (configuration not stated)	i	3	-7	i	i	i	2	i	0	i	i
O=C(NCCc1nnc2ccc(NCc3cccnc3)nn12)c1ccccc1F	i	0	-13	i	i	i	·	i	-1	i	i
COCc1ccc(C(=O)N2CCCC(C(=O)c3ccc(Cl)cc3C)C2)o1 (configuration not stated)	i	0	-9	i	i	i	-2	i	-14	i	i
Cc1ccc(CN=C(N)Nc2nc(C)cc(C)n2)cc1	i	-2	-24	i	i	i	-3	i	2	i	i
Cc1ccc(F)cc1NC(=O)c1ccc(NS(=O)(=O)c2ccc(Br)s2)cc1	i	0	-11	i	i	i	-2	i	-2	i	i
Cc1cccc(C(=O)OCC(=O)c2c(N)n(CC(C)C)c(=O)n(C)c2=O)c1[N+](=O)[O-]	i	-10	-13	i	i	i	-2	i	-2	i	i
O=C(NC1CCN(Cc2ccccc2)CC1)c1ccccc1F	i	-3	-6	i	i	i	3	i	0	i	i
CN(C)S(=O)(=O)N(CCN1CCOCC1)Cc1ccccc1F	i	-2	-5	i	i	i	6	i	-5	i	i
Nc1cccc2c1C(=O)N(CCOc1ccc(F)cc1)C2=O	i	-1	-2	i	i	i	9	i	0	i	i
C=C(C)Cn1c(=O)c2c(nc3n2CCCN3Cc2ccccc2)n(C)c1=O	i	-21	-1	i	i	i	-2	i	-5	i	i
O=C(Cn1nc(-c2ccccc2)nc1-c1ccccc1)N1CCOCC1	i	-1	-4	i	i	i	1	i	-1	i	i
COc1cc(CNC2CCCCCC2)cc(OC)c1OC	i	1	-9	i	i	i	3	i	-3	i	i
Cc1ccc(N/N=C2\CCS(=O)(=O)c3sccc32)cc1	i	2	-18	i	i	i	-3	i	0	i	i
COc1ccc(C2C(C(C)=O)=C(O)C(=O)N2CCO)c(OC)c1 (configuration not stated)	i	-3	-5	i	i	i	-2	i	1	i	i

Going on with the list:
SMILES	RGS4 pot	GSK3beta inhib	hERG rescue	KCNK3 inh	KCNQ1 pot	KCNQ1 block	DYRK1A inh	KCNK9 block	GSK3A inh	RGS4 inh	PolyA inhibitor
CC(C)C1CC(O)(C2(O)CCCCC2)ON1 (configuration not stated)	i	1	-6	i	i	i	0	i	-2	i	i
Cc1oc(-c2ccc(Cl)cc2)nc1CN1CCC(C(=O)NCCCN2CCCC2=O)CC1	i	0	-4	i	i	i	11	i	·	i	i
O=C(NCCCN1CCCC1)C1CCN(C(=O)c2cc3sccc3n2Cc2ccc(F)cc2)CC1	i	-2	-1	i	i	i	35	i	15	i	i
CN(C)CCCNS(=O)(=O)c1cc(Cl)ccc1Cl	i	3	-3	i	i	i	-9	i	-4	i	i
O=C(O)CN1C(=O)c2ccc(Oc3cccc4c3C(=O)N(CC(=O)O)C4=O)cc2C1=O	i	-1	-7	i	i	i	7	i	2	i	i
Cc1nn(C)c(Oc2cccc(C(F)(F)F)c2)c1C=O	i	-1	-3	i	i	i	-4	i	2	i	i
Cc1sc2nc(-c3ccc(Br)cc3)oc(=O)c2c1C	i	-3	2	i	i	i	4	i	-2	i	·
O=C(C(Cc1ccccc1)N1C(=O)c2ccccc2C1=O)N1c2ccccc2CCc2ccccc21 (configuration not stated)	i	2	-12	i	i	i	-1	i	·	i	i
CC(=O)/C(=N\Nc1cccc(Cl)c1)Sc1nnc(-c2ccccc2)n1-c1ccccc1	i	2	-7	i	i	i	8	i	-1	i	i
NC(=O)C1CCN(C(=O)c2cc3ccccn3n2)CC1	i	0	-5	i	i	i	5	i	-4	i	i
CS(=O)(=O)N1CCC(C(=O)Nc2ccccc2Br)CC1	i	0	-9	i	i	i	5	i	·	i	i
CCOC(=O)COc1cccc2c(=O)n(CC(=O)NCc3ccccc3)ccc12	i	2	-11	i	i	i	6	i	-1	i	i
Cn1c(=O)cc(Nc2ccccc2)c2c(=O)n(-c3ccccc3)c(=O)n(-c3ccccc3)c21	i	-1	-3	i	i	i	-3	i	-1	i	i
COc1ccc2[nH]c(C)c(C(=O)CN3CCN(C(=O)c4ccco4)CC3)c2c1	i	2	-1	i	i	i	11	i	0	i	i
COc1ccc(-c2ccc(S(=O)(=O)N3CCCC3)cc2)cc1	i	2	-4	i	i	i	-3	i	-1	i	i
